Bioassay records (PubChem BioAssay)
SENP8 inh: human SENP8 protease inhibitors, primary screen, biochemical, fluorescence, Nedd8 protein substrate, uHTS; recombinant SENP8; inhibition, % at 20 µM; 0.64% of 360,000 active; AID 602440, 2012; in the data active = inhibition mostly above about 40%, no sharp cut-off; inactive = mostly below about 27%
PfGluPho inh: PfG6PD enzyme inhibitors, primary screen, biochemical, fluorescence intensity, uHTS; PfGluPho enzyme, NADPH resazurin-diaphorase fluorescence; inhibition, % at 20 µM; 0.78% of 350,000 active; AID 504690, 2011;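 active = inhibition reaching at least a set limit at 20 µM in the primary screen, cut at about 59% in these data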;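 note: 0% = DMSO wells with substrate and 100% = DMSO wells lacking glucose-6-phosphate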
NR3A LBD binder: binders of NR3A ligand-binding domain, primary screen, biophysical, differential scanning fluorimetry, uHTS; Glutamate receptor ionotropic, NMDA 3A (GRIN3A) ligand-binding domain; NR3A LBD differential scanning fluorimetry, Tm shift; 0% = protein alone, 100% = glycine-bound protein; Tm shift relative to glycine control, % at 25 µM; 2.5% of 340,000 active;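 active = melting temperature shift of at least 10% of the positive control shift, at one fixed dose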
SENP6 block: SENP6 protease inhibitors, primary screen, biochemical, luminescence, uHTS; Sentrin-specific protease 6 (Homo sapiens), Q9GZR1; Recombinant SENP6 catalytic domain, aminoluciferin luminescence; inhibition, % at 10 µM; 1.8% of 330,000 active;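 active = inhibition above about 50% at the single tested dose, limit read from the data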;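 note: plate controls were DMSO wells with enzyme for no effect and DMSO wells lacking enzyme for full effect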
Target sequence (Q9GZR1 628-1112 limits assumed): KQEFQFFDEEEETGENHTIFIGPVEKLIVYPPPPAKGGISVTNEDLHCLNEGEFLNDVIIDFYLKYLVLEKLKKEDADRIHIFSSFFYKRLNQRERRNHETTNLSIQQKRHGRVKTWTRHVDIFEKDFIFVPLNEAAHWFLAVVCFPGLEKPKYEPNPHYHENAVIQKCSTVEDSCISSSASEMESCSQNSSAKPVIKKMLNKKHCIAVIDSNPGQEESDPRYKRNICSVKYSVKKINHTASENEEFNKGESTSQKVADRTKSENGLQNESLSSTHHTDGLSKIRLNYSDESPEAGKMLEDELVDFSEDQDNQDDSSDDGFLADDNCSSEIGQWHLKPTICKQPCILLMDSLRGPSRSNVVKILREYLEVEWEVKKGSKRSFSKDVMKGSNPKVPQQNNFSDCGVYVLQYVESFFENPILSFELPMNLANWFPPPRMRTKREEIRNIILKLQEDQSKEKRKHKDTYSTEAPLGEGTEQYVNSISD
hIAP activ: human IAP activators, primary screen, biochemical, luminescence, uHTS | activation factor at 10 µM | AID 2524, 2010 | Intestinal-type alkaline phosphatase (Homo sapiens), P09923 | purified human IAP, CDP-Star luminescence, 30 min; active compounds read high; 1 = vehicle-only enzyme, 0 = enzyme-free background | 0.16% of 330,000 active;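 active = activation factor of the enzyme at least 2-fold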; note: the source names both 10 and 20 µM as test concentration; values of inactives mirror those of a sister screen read the other way
Target sequence (P09923 whole entry, looked up): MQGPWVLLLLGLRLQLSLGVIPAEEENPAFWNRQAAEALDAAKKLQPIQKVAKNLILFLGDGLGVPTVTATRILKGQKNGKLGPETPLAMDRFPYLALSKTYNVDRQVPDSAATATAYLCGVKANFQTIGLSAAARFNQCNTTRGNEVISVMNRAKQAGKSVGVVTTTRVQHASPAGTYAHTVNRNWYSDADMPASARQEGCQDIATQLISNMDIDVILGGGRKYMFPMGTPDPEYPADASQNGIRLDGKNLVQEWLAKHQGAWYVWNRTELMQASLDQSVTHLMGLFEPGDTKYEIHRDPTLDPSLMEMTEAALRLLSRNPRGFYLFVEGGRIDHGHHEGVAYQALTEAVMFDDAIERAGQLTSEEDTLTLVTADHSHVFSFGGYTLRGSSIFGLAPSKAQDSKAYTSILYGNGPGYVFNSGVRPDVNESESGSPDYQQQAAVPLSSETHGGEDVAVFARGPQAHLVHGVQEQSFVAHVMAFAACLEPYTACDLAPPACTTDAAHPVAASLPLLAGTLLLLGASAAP
MPTP block: mitochondrial permeability transition pore inhibitors, primary screen, biochemical, isolated mouse mitochondria, absorbance. AID 602449, 2012. inhibition, % at 10 µM. 1.4% of 360,000 active. Ca2+ swelling absorbance, 30 min;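 active = inhibition of 50% or more, scaled per plate between neutral and stimulator controls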;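 note: 0% = DMSO wells given calcium and 100% = 1 mM EGTA wells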
ATG4B inhibitor: ATG4B protease inhibitors, primary screen, biochemical, fluorescence, uHTS. Cysteine protease ATG4B (Homo sapiens), Q9Y4P1. ATG4B cleavage of LC3-PLA2, NBD-HPC fluorescence, 1 h. inhibition, % at 8.33 µM. 0.51% of 340,000 active. AID 504462, 2011; in the data active = inhibition above about 40%
SENP1 FRET inh: human SENP1 catalytic domain inhibitors, primary screen, biochemical, FRET, uHTS. Sentrin-specific protease 1 (Homo sapiens), Q9P0U3. recombinant SENP1 catalytic domain, CyPet-SUMO1-YPet FRET cleavage. inhibition, % at 10 µM. 0.21% of 360,000 active;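 active = inhibition at least 30% at 10 µM, raw YFP signal under a set limit, fluorescence ratio 0.5 to 1.5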;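 note: 0% = enzyme with DMSO and 100% = no enzyme wells; some results filed as inactive read as strong as hits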
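Material: hSENP1 catalytic domain, recombinant; medium: Tris pH 8 with BME, BSA, NP40 and catalase; compound: single concentration of 10 µM compound, 0.5% DMSO final; technique: FRET read of cyan and yellow fluorescence; timing: 50 min enzyme reaction, room temperature, light-protected; reagent: SFCypet-SUMO1-SFYpet substrate at 25 nM; control set: no-enzyme low, enzyme-DMSO high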
Starred values were filed as active, the others as inactive; . = not tested or not shown.

SENP8 inh	PfGluPho inh	NR3A LBD binder	SENP6 block	hIAP activ	MPTP block	ATG4B inhibitor	SENP1 FRET inh	SMILES
7.7	-1.9	-6.9	7.7	1.37	-0.8	1.4	2.7	Cc1ccc(CNC(=O)Cn2ccc3cc(S(=O)(=O)N4CCCCCC4)ccc32)cc1
9.4	-5.7	-1.1	-9.5	0.812	-0.6	3.6	0.1	CCc1ccc(NC(=O)CC2C(=O)NCCN2C(=O)c2ccccc2OC)cc1 (stereo not drawn)
1.9	-6.3	-0.2	-5.1	1.06	-2.3	17.7	1.5	Cc1ccccc1C(=NC(=O)c1ccccc1)c1ccccc1
8.4	-8.8	0.1	0.2	0.889	0.6	-7.7	0.4	CC(C)c1nc(SCC(=O)Nc2ccc3c(c2)OCCO3)n[nH]1
44.8*	8.7	-14.6	28.2	0.835	1.3	10.7	26.1	CN1CCc2nc(SCC(=O)Nc3ccc(OC(F)(F)F)cc3)c(C#N)c(-c3cccs3)c2C1
-469.4	9.1	-2.5	-10.5	0.922	1.4	-1.5	-30.1	CSc1ccc(C2NC(=O)c3c(sc4c3CCN(C)C4)N2)cc1 (stereo not drawn)
-2.9	14.5	0.3	.	.	-2.2	-37.1	-7.3	COc1ccc(CCNC(=O)COC(=O)CSc2ccc(C(N)=O)cc2[N+](=O)[O-])cc1OC
21.8	3.5	-0.1	-18.9	1.24	-2.3	11.8	3.8	O=C(NCc1ccc(Cl)cc1)N1CCc2ccccc2C1
-9.5	-5.6	-2.7	0.5	1.04	0.8	5.9	-23.1	O=C(CN1C(=O)C2C3C=CC(C3)C2C1=O)NCCN1CCCc2ccccc21 (stereo not drawn)
13.8	-3.1	-4.9	.	.	16.7	52.7*	3.1	CCCCCCCOC(=O)C[N+](C)(C)CCOC1CC2CCC1(C)C2(C)C (stereo not drawn)

Molecules above that contain a halogen:
SENP8 inh	PfGluPho inh	NR3A LBD binder	SENP6 block	hIAP activ	MPTP block	ATG4B inhibitor	SENP1 FRET inh	SMILES
44.8*	8.7	-14.6	28.2	0.835	1.3	10.7	26.1	CN1CCc2nc(SCC(=O)Nc3ccc(OC(F)(F)F)cc3)c(C#N)c(-c3cccs3)c2C1
21.8	3.5	-0.1	-18.9	1.24	-2.3	11.8	3.8	O=C(NCc1ccc(Cl)cc1)N1CCc2ccccc2C1

Next part
SENP8 inh	PfGluPho inh	NR3A LBD binder	SENP6 block	hIAP activ	MPTP block	ATG4B inhibitor	SENP1 FRET inh	SMILES
22.5	-1.0	0.8	14.3	1.02	-1.2	3.0	0.6	O=C(COC(=O)C(O)c1ccccc1)c1ccc2c(c1)OCCO2 (stereo not drawn)
1.5	13.9	-2.6	-0.5	0.914	-0.7	-8.0	-1.1	O=C(CN1CCN(c2nc(-c3ccccc3)cs2)CC1)Nc1ccc2c(c1)OCO2
-3.3	-7.3	0.7	-19.8	1.12	-2.2	1.2	-1.6	O=C(NCc1cccnc1)c1cc(-c2ccco2)on1
-13.2	-9.6	.	.	.	-0.2	.	-1.6	CN(Cc1ccccc1)C(=O)c1ncn2c1c(=O)[nH]c1cccnc12
23.8	-23.2	-9.2	.	.	3.7	8.1	5.7	CC(C)(c1ccc(O)c([N+](=O)[O-])c1)c1ccc(O)c([N+](=O)[O-])c1
11.1	3.0	.	.	.	-0.1	.	2.0	COc1ccc(Cc2nc3ccc(C(=O)N4CCC(C(N)=O)CC4)cc3o2)cc1
-5.0	11.2	24.1*	14.5	1.21	-1.1	-5.9	3.1	CN(Cc1c(C(=O)N/N=C/c2ccc(O)cc2)nnn1-c1nonc1N)c1ccccc1
14.4	3.1	1.2	-6.4	1.09	0.6	-3.4	0.1	CC12CC(NC(=O)N1c1cccc(C(=O)NCc3ccc4c(c3)OCO4)c1)c1cc(Cl)ccc1O2 (stereo not drawn)
7.4	12.5	0.7	23.5	0.831	-1.3	-16.2	0.3	COc1ccc(OC)c([N+](=O)[O-])c1C(N)=O
-0.2	-15.4	-0.8	0.7	1.03	-1.1	5.1	0.6	CC1CCCCC1NC(=O)CN1C(=O)COc2ccccc21 (stereo not drawn)

Two neighbouring records already listed:
SENP8 inh	PfGluPho inh	NR3A LBD binder	SENP6 block	hIAP activ	MPTP block	ATG4B inhibitor	SENP1 FRET inh	SMILES
7.7	-1.9	-6.9	7.7	1.37	-0.8	1.4	2.7	Cc1ccc(CNC(=O)Cn2ccc3cc(S(=O)(=O)N4CCCCCC4)ccc32)cc1
9.4	-5.7	-1.1	-9.5	0.812	-0.6	3.6	0.1	CCc1ccc(NC(=O)CC2C(=O)NCCN2C(=O)c2ccccc2OC)cc1 (stereo not drawn)

Remaining list, next part:
SENP8 inh	PfGluPho inh	NR3A LBD binder	SENP6 block	hIAP activ	MPTP block	ATG4B inhibitor	SENP1 FRET inh	SMILES
16.2	-8.9	1.2	-10.4	0.967	-1.2	1.5	-1.6	CN(C(=O)COC(=O)c1ccc(CN2CCCC2=O)cc1)c1ccccc1
8.5	9.8	-9.0	-21.5	1.05	0.8	5.0	0.4	CCCn1c(C2CCCN2c2nc(-c3cccc(Br)c3)cs2)nc2ccccc21 (stereo not drawn)
-20.3	-3.9	11.1*	4.3	0.888	0.2	0.4	-3.9	COC(=O)c1cnn(-c2ccc(C)c(C)c2)c1-n1cccc1
3.5	-3.0	1.4	-17.1	0.864	0.0	-7.9	1.0	Cc1noc(C)c1COc1ccc(C(=O)NCCc2ccc(F)cc2)cc1
6.9	-18.0	2.5	-12.5	1.11	-0.9	2.8	-0.9	O=C(O)c1cccc(Cn2cc(Cl)cn2)c1
-496.9	15.2	-3.0	-3.7	0.962	-14.0	8.6	-22.5	CC(C)Sc1nc(NCc2ccco2)c2c3c(sc2n1)COC(C)(C)C3
5.3	-0.7	-1.5	-13.5	1.16	0.2	-3.1	2.6	O=C(N/N=C/c1ccco1)c1cccc(N2CCCC2=O)c1
-2.8	40.6	-0.3	46.3	1.05	5.7	1.2	-14.5	COc1ccc(-c2cn(-c3ccc(C)c(C)c3)c(=S)[nH]2)cc1OC
20.4	-35.1	.	.	.	-1.6	.	-6.2	CC(=O)c1ccc(S(=O)(=O)Nc2ccc(C(=O)NCC(c3ccco3)N3CCCC3)cc2)cc1 (stereo not drawn)
11.3	-7.1	-7.3	12.3	0.988	-6.2	-17.0	0.1	COc1cc(/C=N/NS(=O)(=O)c2ccc(C)c([N+](=O)[O-])c2)ccc1O
13.9	-5.3	2.8	-9.1	1.17	-0.8	37.0	2.7	Cc1ccc(NC(=O)CSc2nnc(-c3cccs3)n2Cc2ccco2)cc1
9.6	5.2	-1.4	-34.8	1.15	4.1	-0.9	1.6	COc1ccc(N=C2SCC(c3ccccc3)=NN2C)cc1
-133.3	16.7	0.6	-11.6	1.25	-0.5	-8.4	-1.1	Cc1ccc(-c2nc(SCC(=O)N(C)C3CCS(=O)(=O)C3)[nH]c2-c2ccc(C)cc2)cc1 (stereo not drawn)
-11.5	14.9	0.4	-1.7	1	-0.3	-4.0	-0.1	N#CCSc1nc2c(cc1C#N)CCCC2
0.6	-1.5	0.4	5.8	0.812	-1.0	-9.7	-1.8	COc1ccc(C(CNC(=O)CNC(=O)c2ccc(F)cc2)N2CCCC2)cc1 (stereo not drawn)
-285.0	6.1	-1.3	12.0	1.1	0.7	-5.6	-2.9	CCc1cc(=O)oc2c3c(cc(OCC(=O)NCCCC(=O)O)c12)OC(C)(C)CC3
4.5	1.4	9.6	-8.3	1.02	1.4	72.4*	1.2	CC(C)N(Cc1ccccc1)C(=O)C1CCN(c2ncnc3c2nc2n3CCCCC2)CC1
13.9	0.0	0.6	-10.2	0.964	-0.7	-2.5	3.6	COc1cc(NC(=O)c2cc(C)no2)c(OC)cc1Cl
.	3.1	-5.3	-0.4	1.04	.	-2.1	.	COc1cc(-c2nnco2)cc(OC)c1OC
1.1	-20.4	-2.8	13.6	1.21	-1.9	-4.3	2.7	CCOC(=O)C1CCN(C(=O)CCCOc2ccccc2)CC1
10.3	-12.4	0.6	0.0	0.935	1.6	-4.7	-0.1	Cc1ccc(C(C)C)cc1OCC(=O)Nc1nnc(C2CC2)s1
25.9	-31.6	-0.1	-18.1	1.27	-0.4	1.3	1.9	CCc1nnc(NC(=O)CCC(=O)N2CCN(Cc3cc(Cl)ccc3OC)CC2)s1
23.9	-1.9	6.4	-14.8	0.789	-2.0	0.5	0.5	Cc1ccc(CCNC(=O)C2CCN(S(=O)(=O)c3cccc4nsnc34)CC2)cc1
-0.3	3.3	1.9	-0.6	1.32	0.1	-0.7	2.0	COc1cccc(OCC(=O)NNC(=O)Cc2cccs2)c1
18.7	23.4	-17.8	-6.3	1.5	-0.6	-12.7	-0.6	CC(C)C[C@H](NC(=O)c1nc[nH]c1C(=O)NCc1ccc(CNC(=O)OC(C)(C)C)cc1)C(=O)OC(C)(C)C
10.0	-15.1	4.6	-12.6	0.895	-1.1	6.5	2.5	O=C(N/N=C/c1ccc2c(c1)OCO2)c1cc(-c2ccccc2Cl)nc2ccccc12
17.9	6.8	1.0	6.6	0.895	3.9	-2.9	1.9	Cc1cccc(NC(=O)c2cccc(N3C(=O)C4C5CCC(C5)C4C3=O)c2)c1C (stereo not drawn)
-109.0	3.1	-3.1	-18.3	0.996	-0.4	1.8	-7.8	CCN(CC)c1ccc(C2C(C(=O)Nc3ccccn3)=C(C)NC3=C2C(=O)CC(C)(C)C3)cc1 (stereo not drawn)
10.5	9.1	32.1*	-3.6	0.864	36.6	-5.8	0.2	O=C(Nc1ccc(C(F)(F)F)cc1)c1cc(S(=O)(=O)NCC2COc3ccccc3O2)ccc1F (stereo not drawn)
19.0	-5.3	0.8	-3.2	1.01	-0.3	11.1	3.5	CN(CC(=O)Nc1ccccc1C(F)(F)F)C(=O)CN1C(=O)C2CCCCC2C1=O (stereo not drawn)
8.0	-9.3	6.9	-4.4	0.966	-0.6	-3.3	-0.3	CSc1nnc(C2CCCN(CC(=O)Nc3ccccc3N3CCOCC3)C2)n1C(C)C (stereo not drawn)
-17.3	-0.5	0.9	-1.1	0.926	0.4	7.5	-0.9	O=C(O)/C=C/c1coc2ccc(F)cc2c1=O
-80.5	-8.8	2.4	-16.3	0.796	-2.1	-0.1	-0.3	Cc1ccc(-c2cc(C(=O)N3CCOCC3)c3cc(C)ccc3n2)cc1
-154.5	5.8	-2.0	7.3	1.12	-1.5	-4.5	-0.1	COc1ccc(-n2nc(C(=O)NCC3CCCO3)c3ccccc3c2=O)cc1 (stereo not drawn)
23.2	-19.1	-0.6	-4.7	0.92	0.1	4.1	2.7	NS(=O)(=O)c1ccc(N/N=C/c2ccccc2C(=O)O)c([N+](=O)[O-])c1
17.2	25.8	-4.4	59.9*	1.02	0.4	-9.5	2.3	c1ccc(-c2cc(-c3ccccc3)[nH]n2)cc1
-425.7	-5.1	-1.7	-21.7	0.862	0.0	-2.0	-59.9	COC(=O)Cn1c(=NC(=O)c2ccc(Cl)s2)sc2cc(F)ccc21
24.7	-18.7	-1.7	-0.9	1.07	-0.2	-0.2	0.3	CCN1CCN(C(=O)CN(C)S(=O)(=O)c2ccc(OC)cc2)CC1
7.8	-7.1	22.2*	-10.4	1.16	-0.7	17.2	-0.2	COc1cc(C(=O)N/N=C/c2ccc(OC(=O)c3cccc(C)c3)cc2)ccc1O
29.9	-5.2	-2.0	-6.1	1	0.1	1.9	4.4	CC(C)CCN1CCN(Cc2nc(-c3ccc(F)cc3)cs2)CC1CCO (stereo not drawn)
8.9	3.3	-0.1	-17.0	1.07	-0.6	-3.9	2.0	CCNC(=S)N1CCC(C(O)(c2ccccc2)c2ccccc2)CC1
